High-throughput results from PubChem.
KB-V1 MDR tox – KB-V1 MDR subline cytotoxicity | Potency, µM (highest dose often 46.1 µM), for inactives: at the top dose activity change, negative = cytotoxicity, usual class: cytotoxic | KB-V1 MDR cells viability, CellTiter-Glo, 72 h | hit rate 3.4% among 400,000 | AID 1347076; further: potency means the concentration at half of the fitted maximal effect; on the % scale 0 is the no-effect control and ±100 the full control effect; nearly all actives have a fitted effect of over 60% in size
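Following 72 h at 37 degrees C with compound, KB-V1 cell viability was read by CellTiter-Glo luminescence, medium being phenol-red-free DMEM plus 10% FBS; concentration-response parameters came from normalized, curve-fitted qHTS data.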
SW480 rereplic – induces DNA re-replication in SW480 colon adenocarcinoma cells | Potency, µM (top dose mostly 46.1 µM), for the others: at the highest dose re-replication activation, actives largely listed as activators | hit rate 1.8% among 340,000 | SW480 DNA re-replication, Hoechst DNA content imaging, 48 h; further: potency means the concentration at half of the fitted maximal effect; % of control where 0% means no effect; nearly all actives have a fitted effect of over 55% in size
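Image-based read-out: total Hoechst fluorescence of nuclei (405 nm excitation, 500-530 nm emission), with hits raising the fraction of high-intensity nuclei. SW480 colon cells incubated 48 hr with compounds at 37 C.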
HT1080 IDH1KD tx – kills HT-1080 cells with IDH1 knockdown; HT-1080 IDH1 knockdown viability, ATP luminescence, 48 h; Potency, µM (top dose mostly 46.1 µM), without a hit: top-dose activity, negative = toxicity, actives largely listed as cytotoxic; hit rate 2% among 360,000; AID 686971;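 further: potency means the concentration at half of the fitted maximal effect; 0% = DMSO wells and -100% = cell-free medium wells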
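% activity derives from luminescence (CellTiter-Glo), normalised to DMSO and no-cell wells. HT-1080-IDH1KD cells, 750/well, had 48 h compound exposure at 37 °C.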
DRD3 agonist – agonists of human D3 dopamine receptor; P35462; D3R DiscoveRx beta-arrestin cells, luminescence, 90 min; hit rate 0.58% among 410,000; max activation, %; in the data active means max activation above about 30%; further: 0% is about no effect; mostly tested at two doses, the higher about 12 µM
Target sequence (P35462 whole entry, looked up): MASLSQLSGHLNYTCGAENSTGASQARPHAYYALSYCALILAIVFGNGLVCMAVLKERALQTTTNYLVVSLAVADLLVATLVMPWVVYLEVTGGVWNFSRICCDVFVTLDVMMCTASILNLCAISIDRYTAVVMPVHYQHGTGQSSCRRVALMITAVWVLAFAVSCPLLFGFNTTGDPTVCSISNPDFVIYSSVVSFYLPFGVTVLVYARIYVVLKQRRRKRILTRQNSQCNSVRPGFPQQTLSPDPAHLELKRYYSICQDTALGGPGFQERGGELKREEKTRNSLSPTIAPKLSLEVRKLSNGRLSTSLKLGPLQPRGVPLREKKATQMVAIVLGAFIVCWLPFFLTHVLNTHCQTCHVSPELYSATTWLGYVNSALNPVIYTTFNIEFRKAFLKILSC
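Agonist mode: compounds and dopamine controls were applied to plated cells for 90 min at 37 degrees C after an overnight attachment at 1500 cells/well. Luminescent read-out followed 30 - 60 minutes at room temperature with DiscoveRx detection reagent.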
HT1080NT lethal – kills 2HG-producing HT-1080-NT fibrosarcoma cells; HT-1080-NT fibrosarcoma viability, CellTiter-Glo ATP luminescence, 48 h; Potency, µM (doses to about 46.1 µM), for inactives: at the top dose activity, negative = less viability, hits mostly cytotoxic; hit rate 1.6% among 360,000;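 further: NT is the 2HG producing partner of a matched IDH1 knockdown line; potency means the concentration at half of the fitted maximal effect; 0% = DMSO-treated cells and -100% = media-only wells without cells; nearly all actives have a fitted effect of over 55% in size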
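HT-1080-NT fibrosarcoma cells (2HG-overproducing), 750 cells/well in RPMI with 5% FBS, dosed after 2 h and incubated 48 h at 37C. CellTiter-Glo luminescence normalized to DMSO and no-cell wells; concentration-response curves fitted and classed.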
MCF10A rereplic – induces DNA re-replication in MCF 10a normal breast cells | MCF 10A DNA re-replication, Hoechst nuclear intensity, 48 h | Potency, µM (doses to about 46.1 µM), inactives show at the top dose activity, positive = re-replication, usual class: activators | hit rate 2.9% among 350,000 | AID 624296; further: potency means the concentration at half of the fitted maximal effect; % of control where 0% means no effect; nearly all actives have a fitted effect of over 50% in size
KB-3-1 cytotox – kills parental KB-3-1 adenocarcinoma cells | KB-3-1 viability, CellTiter-Glo ATP luminescence, 72 h | Potency, µM (doses to about 46.1 µM), for the others: top-dose activity change, negative = cytotoxic, actives largely listed as cytotoxic | hit rate 1.4% among 400,000 | AID 1347075; further: potency means the concentration at half of the fitted maximal effect; on the % scale 0 is the no-effect control and ±100 the full control effect; nearly all actives have a fitted effect of over 60% in size
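KB-3-1 parental drug-naive adenocarcinoma cells in DMEM/10% FBS, incubated 72 h at 37 C with pin-transferred compounds across a concentration series. Viability by CellTiter-Glo luminescence; concentration-response curves fitted after normalization.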
IL-1B inflam inh – inflammasome signaling inhibition, IL-1 beta readout | THP-1 LPS/ATP IL-1B secretion, AlphaLISA, 16 h; hits give low values | activity change, % at 57.5 µM | hit rate 4.7% among 360,000; in the data active means activity change below about -50%; inconclusive means mostly about -30% to -49%; further: on the % scale 0 is the no-effect control and ±100 the full control effect
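THP-1 cells pretreated 1 hr with compounds (up to 57.5 uM final), then stimulated with LPS (250 ng/mL final) plus ATP (1.25 mM final); secreted IL-1B measured by AlphaLISA after 16 hr, decreased signal indicating inhibition.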
HEK293 tox – cytotoxicity counter-screen for GLP-1 receptor inverse agonists | AID 624418 | Potency, µM (titrated, usually from 38.3 µM), inactives show at the top dose activity change, negative = inhibition, most hits filed as inhibitors | HEK293 cAMP-luciferase reporter cells, luminescence, 24 h | hit rate 0.13% among 410,000;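 further: loss of luciferase light is scored as toxicity; potency means the concentration at half of the fitted maximal effect; on the % scale 0 is the no-effect control and ±100 the full control effect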
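Step one: seed cells (200 cells/uL, DMEM with 10% Nu serum, 1% pen-strep). Step two: 12-hour incubation at 37 deg C. Step three: pin 23 nL compound, incubate 24 hr. Step four: add luciferase reagent, read luminescence 12 min later.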
Active calls of the source: *; u = inconclusive; x = no result given; [ ] = another dose, or the depositor's remark. Unless noted, the call rests on the fitted dose curve; in most records, active means well fitted curve in the direction sought with a large enough effect; inconclusive means small, poorly fitted or top-dose-only effect, or another doubt; inactive means no such curve, though single readings can be large; an effect the other way counts as inactive or inconclusive.

SMILES | KB-V1 MDR tox | SW480 rereplic | HT1080 IDH1KD tx | DRD3 agonist | HT1080NT lethal | MCF10A rereplic | KB-3-1 cytotox | IL-1B inflam inh | HEK293 tox
O=C1/C(=C/c2cccnc2)CCc2c1[nH]c1ccccc21 | 13µM* | 21µM* | 13µM* | -1 | 15µM* | u | -13% | -103* | -23%
Cc1ccccc1OCC(=O)OCC(=O)NCc1ccco1 | 0% | -9% | 7% | 2 | 10% | 4% | 3% | -6 | 10%
C=CCn1c(CNC(=O)c2cccs2)nnc1SCc1ccc(Cl)cc1Cl | 0% | -61%[inhibitor] | -27% | -6 | -16% | -3% | 5% | u | -2%
COCc1c(C(=O)NC2CCCCC2)sc2cccc(F)c12 | u | -5% | 15% | 1 | 7% | u | u | u | -17%
CCOC(=O)Cn1cnc2scc(-c3ccc(C)cc3)c2c1=O | -12% | -3% | -15% | -10 | -1% | 4% | -11% | -5 | -6%
CCN1CCN(C(C(=O)NC2CCCCC2)C2CC2)CC1 (stereo not drawn) | -4% | x | 23% | -6 | u | x | 0% | 7 | 2%
COc1cc(C(=O)NCCCN(C)C)ccc1OCC(=O)Nc1cccc(C(F)(F)F)c1 | 12% | u | u | -4 | -16% | u | -2% | -53* | -23%
CCN(c1ccccc1)S(=O)(=O)c1ccc(Oc2ccc(C(C)=O)cc2OC)nc1 | u | 0% | -10% | 0 | -1% | 11% | -5% | 14 | -31%
Nc1ccc2nc(-c3ccccc3)cnc2c1 | -18% | u | -1% | 7 | 6% | u | -4% | -4 | 421%[activator]
O=C(NCc1ccco1)C(c1cccnc1)N(C(=O)Cn1nnc2ccccc21)c1ccc(F)cc1 (stereo not drawn) | 0% | -5% | 7% | -1 | 10% | -1% | -7% | 6 | -16%
Cc1ccc(S(=O)(=O)Nc2nc3n(n2)C(c2ccccc2Cl)C=C(c2ccccc2)N3)cc1 (stereo not drawn) | -4% | x | x | 20 | x | x | 1% | x | 360%[activator]
CCOc1ccc(NC(=O)c2ccc3c(c2)c(C)c(C)n3Cc2ccc(F)cc2)cc1 | u | x | x | -6 | x | x | u | x | -8%
CN1CCN(c2ccc(Cl)cc2NC(=O)CC2OC(=O)c3ccccc32)CC1 (stereo not drawn) | u | -8% | 0% | 0 | -3% | 0% | 4% | -15 | 1%
O=C1CCCCC1Nc1ccc(Br)cc1 (stereo not drawn) | 7% | 0% | -5% | 4 | -6% | -1% | -6% | 0 | 37%[activator]
O=C(CC(c1cccs1)N1Cc2ccccc2C1=O)Nc1cccc(F)c1 (stereo not drawn) | u | x | x | -12 | x | x | -6% | x | -3%
Cc1ccc(-c2nc3c(c(SCC(=O)N4CCOCC4)n2)Cc2c(CO)cnc(C)c2O3)cc1 | 20% | u | -1% | 1 | 3% | 0% | 21% | 5 | -29%
CCNC(=O)C1(C)CCCN1C(=O)c1cc(C)on1 (stereo not drawn) | 5% | x | 14% | -3 | 25% | x | 0% | 2 | 0%
O=C(CCN1C(=O)/C(=C/c2ccccc2Cl)SC1=S)NCCc1ccc(O)cc1 | u | -6% | 8% | -2 | 11% | u | 2% | u | -13%
CCCCCCNC(=O)C(=O)NCCc1ccc(Cl)cc1 | 0% | -6% | 14% | 0 | 10% | 9% | -3% | 0 | -4%
COC(=O)C(CCSC)NC(=O)Cn1ncc2c([nH]c3ccccc32)c1=O (stereo not drawn) | 19% | x | x | 4 | x | x | 14% | x | 4%
COCCN1Cc2cccc(C(=O)NCc3cccnc3)c2C1=O | -6% | -4% | 3% | 1 | 0% | 7% | 1% | 7 | 4%
O=C(COC(=O)c1cc(Br)ccc1Cl)NC1CCCC1 | 0% | 3% | 20% | 14 | 11% | 15% | 0% | -10 | -3%
COc1ccc(N/N=C(\C#N)C(=O)NCCc2ccc(OC)c(OC)c2)cc1 | -10% | -8%[9.22 µM] | -2% | 7 | -3% | -3% | -12% | -10 | -5%
NS(=O)(=O)c1ccc(CCNc2ncnc3c2c(-c2ccccc2)cn3-c2ccc(F)cc2)cc1 | u | 1% | u | 7 | u | u | u | x | -26%
CCC(C)Sc1ccc([C@@H]2[C@@H]3C(=O)N(CC)C(=O)[C@@H]3[C@]3(C(=O)OC)CCCCN23)cc1OC (stereo partly drawn) | -5% | 3% | -9% | 11 | 1% | 25% | -24% | -13 | -3%

Continued.
SMILES | KB-V1 MDR tox | SW480 rereplic | HT1080 IDH1KD tx | DRD3 agonist | HT1080NT lethal | MCF10A rereplic | KB-3-1 cytotox | IL-1B inflam inh | HEK293 tox
CCN(c1ccccc1)S(=O)(=O)c1ccc(Cl)c(C(=O)NCCc2ccc(OC)cc2)c1 | -30% | -5% | -1% | -14 | -1% | u | 3% | 5 | 15%[1.53 µM]
COc1ccc2c(c1)C(=O)N(c1ccccc1OC)C(=O)C2(C)C | u | 0% | 5% | 0 | 0% | -3% | 0% | -6 | -22%
Cc1cc(NC(=O)NC2CCCN2S(=O)(=O)c2ccc(Cl)cc2)no1 (stereo not drawn) | -6% | -9% | 14% | -11 | -1% | 0% | 1% | 2 | 7%
O=C(c1cccc(NS(=O)(=O)c2ccc(Br)cc2)c1)N1CCN(c2ccccc2O)CC1 | -9% | 1% | -13% | -8 | -13% | 8% | 0% | 3 | 7%
Brc1ccc(-n2cccc2/C=N/n2cnnc2)cc1 | 16% | -6% | 7% | 2 | 10% | -20% | 4% | 7 | 11%
Cc1nc2nc(C)c(CCC(=O)NCCc3ccccc3)c(C)n2n1 | u | x | x | 4 | x | x | 5% | x | -2%
CCCCn1c(NC(=O)c2ccccc2Cl)c(C#N)c2nc3ccccc3nc21 | u | 16µM* | 9.2µM* | 4 | 5.8µM* | 2.6µM* | u | -98* | 465%[activator]
Cc1cc(F)ccc1C(O)c1ncc(-c2ccc3ccccc3c2)[nH]1 (stereo not drawn) | u | x | -17% | -10 | u | x | 0% | 0 | 7%
O=C(CCc1ccccc1)N1CCN(C(=O)CCc2ccccc2)CC1 | -1% | -9% | -14% | -5 | 6% | -42% | 1% | 0 | -1%
COc1ccc(OC)c(CCNC(=O)CCc2nnc3ccc(N4CCOCC4)nn23)c1 | u | 19% | 11% | -15 | 7% | 1% | 0% | 4 | 2%
Nn1c(Cc2cccc3ccccc23)nnc1SCc1c(Cl)cccc1Cl | 0% | -64%[inhibitor] | -23% | -7 | u | u | 0% | -17 | 1%
CCN(CC)S(=O)(=O)c1ccc2c(c1)nc(CN(C)C(=O)Nc1ccc(F)cc1)n2C | 6% | x | x | -27 | x | x | -2% | x | 9%
CN1CCC(C(=O)N2CCCC(C(=O)c3ccc4c5c(cccc35)CC4)C2)CC1 (stereo not drawn) | u | 19% | -22% | -8 | -18% | 1% | -4% | -12 | -8%
O=S1(=O)c2c(F)cccc2OC(COCc2ccccc2)CN1C1CCCC1 (stereo not drawn) | -3% | -1% | -9% | 2 | -5% | -6% | 0% | -6 | 20%
O=C(CSc1n[nH]c(-c2ccc(S(=O)(=O)N3CCCCC3)cc2)n1)Nc1nccs1 | -7% | -6% | -3% | 3 | -11% | -10% | 0% | 29 | -4%
Cc1ccc(NC(=O)N2CCCCCC2)c(C)c1 | 0% | 1% | 17% | -4 | 7% | -8% | -6% | -16 | 5%
Oc1ccc(/C=N/NC(=S)Nc2cccnc2)cc1O | 9% | -1% | -17% | 18 | -23% | -2% | 18% | 57 | -25%
CCOc1ccc(OCCCN(C)C)cc1 | 1% | -1% | 17% | 1 | 24% | -1% | 2% | 28 | -4%
C[C@@H](NC(=O)Cn1ccc(NC(=O)OCc2ccccc2)nc1=O)c1cccc2ccccc12 | 25% | -2% | -13% | -12 | -21% | -5% | 8% | -25 | 14%
O=C(Cn1c(=O)n(CC2CCCO2)c(=O)c2ccccc21)Nc1ccc(F)cc1F (stereo not drawn) | -15% | x | x | 3 | x | x | 0% | x | -4%
COc1cc(NCc2ccccc2)c2ncn(Cc3ccccc3)c2c1 | u | 24% | -4% | -14 | -14% | -9% | 0% | -13 | -23%
CCN(CCNC(=O)C1CCN(S(=O)(=O)c2cccc3nsnc23)CC1)c1ccccc1 | -23% | 1% | -13% | -12 | -14% | 14% | -1% | -16 | 10%
CC(C)(C)Cc1cc(N)on1 | 0% | -3% | 8% | -4 | 0% | -7% | -16% | 2 | -4%
CN1CCS/C1=C/C=C1\SC(=S)N(CC(=O)O)C1=O | 6% | -14% | 0% | -14 | -2% | -2% | 13% | 13 | -26%
COc1ccc(CCn2c(SCCN3CCCCC3)nc3ccccc3c2=O)cc1OC | 24% | 8% | 3% | -3 | 3% | 5% | -3% | -28 | -17%
Cn1cnnc1SCC(=O)Nc1ccc(OC(F)F)cc1 | u | 8% | 20% | 7 | 12% | -4% | -1% | 1 | -16%
CCN(CC(=O)Nc1ccc(N2CCOCC2)cc1)C(=O)c1ccc(C(F)(F)F)cc1 | u | 12% | 19% | -8 | u | 21% | -6% | -57* | -7%
CCC(=O)Nc1ccc(-n2nnnc2SCC(=O)NNC(=O)c2ccco2)cc1 | 0% | 3% | 1% | -3 | 0% | 6% | 0% | 2 | -1%
Cc1cccc(C(=O)NC(CC(=O)O)c2ccc(OC3CCCC3)cc2)c1[N+](=O)[O-] (stereo not drawn) | 4% | u | 0% | 1 | 1% | -39%[inhibitor] | 3% | 23 | 13%

3 compounds from above, reduced to HEK293 tox, IL-1B inflam inh and KB-3-1 cytotox.
compound	HEK293 tox	IL-1B inflam inh	KB-3-1 cytotox
CCN(CC)S(=O)(=O)c1ccc2c(c1)nc(CN(C)C(=O)Nc1ccc(F)cc1)n2C	9%	x	-2%
CN1CCC(C(=O)N2CCCC(C(=O)c3ccc4c5c(cccc35)CC4)C2)CC1 (stereo not drawn)	-8%	-12	-4%
O=S1(=O)c2c(F)cccc2OC(COCc2ccccc2)CN1C1CCCC1 (stereo not drawn)	20%	-6	0%
